Assay outcomes (PubChem BioAssay)
TrxR1 substrate: substrates of rat thioredoxin reductase 1 | purified TrxR1 substrate turnover, NADPH consumption readout | Potency, µM (top dose mostly 114 µM), for inactives: top-dose activity change, negative = substrate turnover | 390,000 tested, 0.01% active | AID 588456; further: potency means the concentration at half of the fitted maximal effect; on the % scale 0 is the no-effect control and ±100 the full control effect; nearly all actives have a fitted effect of over 50% in size
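Rat TrxR1, dispensed at 90 nM, was prereduced with 400 uM NADPH (final) for 5 min at ~22 deg C, then incubated with compound 15 min before 400 uM selenite. A first-read NADPH fluorescence drop versus no-compound background flagged substrates.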
Vif-APOBEC3G blk: inhibitors of Vif-APOBEC3G interaction. AID 602310. 410,000 tested, 0.076% active. Potency, µM (titrated, usually from 46.1 µM), inactives show top-dose activity, negative = active, actives largely listed as inhibitors. HeLa A3G-eYFP + Vif (tagged APOBEC3G with the HIV-1 protein that degrades it), YFP fluorescence, overnight;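 further: potency means the concentration at half of the fitted maximal effect; on the % scale 0 is the no-effect control and ±100 the full control effect; nearly all actives have a fitted effect of over 60% in size; hits raise eYFP signal because A3G escapes Vif-driven loss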
Target sequence (Q9HC16 whole entry, looked up): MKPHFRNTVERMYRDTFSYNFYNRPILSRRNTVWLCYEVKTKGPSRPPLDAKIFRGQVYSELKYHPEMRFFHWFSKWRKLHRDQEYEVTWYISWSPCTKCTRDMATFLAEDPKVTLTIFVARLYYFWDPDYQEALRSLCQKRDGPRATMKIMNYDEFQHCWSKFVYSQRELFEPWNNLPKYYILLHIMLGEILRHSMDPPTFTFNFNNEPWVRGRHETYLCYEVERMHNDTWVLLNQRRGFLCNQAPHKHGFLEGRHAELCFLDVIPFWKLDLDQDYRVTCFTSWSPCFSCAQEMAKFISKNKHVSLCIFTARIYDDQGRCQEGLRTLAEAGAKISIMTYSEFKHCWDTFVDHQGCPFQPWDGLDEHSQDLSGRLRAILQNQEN
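Read-out is eYFP fluorescence (Ex 488/Em 500-530) from Vif-expressing HeLa A3G-eYFP cells; more signal means A3G escaped Vif-mediated degradation. Cells plated overnight, compound pinned in, incubated overnight at 37 deg C.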
TrxR1 inh: rat TrxR1 inhibition | recombinant rTrxR1, NADPH fluorescence consumption, selenite substrate | AID 588453 | O89049 | Potency, µM (titrated, usually from 114 µM), for inactives: top-dose activity change, negative = inhibition, hits mostly inhibitors | 390,000 tested, 1% active; further: potency means the concentration at half of the fitted maximal effect; on the % scale 0 is the no-effect control and ±100 the full control effect; nearly all actives have a fitted effect of over 65% in size
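Rat TrxR1 (90 nM in the dispensed reagent) was pre-reduced with 400 uM NADPH for 5 min at room temperature, then incubated with compound for 15 min. After 400 uM selenite was added, NADPH fluorescence (Ex 340/Em 450 nm) was followed for 8 min.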
LDHA inh: LDHA (human) enzyme inhibition | P00338 | purified LDHA, NADH/diaphorase-resazurin fluorescence; hits give low values | activity change, % (values are at about 110 or 230 µM) | 480,000 tested, 0.15% active | AID 1347041; in the data active means activity change below about -30%; inconclusive means mostly about -25% to -30%;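 further: plate controls were DMSO wells for no effect and wells without enzyme for full effect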
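Remaining NADH was detected by diaphorase (0.133 mg/mL) converting 37 µM resazurin to fluorescent resorufin, read at 0 and 20 minutes. The preceding 5-minute room-temperature reaction used 2 nM LDHA, 0.2 mM sodium pyruvate and 0.06 mM NADH at pH 7.4.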
IDH1 R132H inh: blocks human mutant IDH1 R132H enzyme | IDH1-R132H enzyme, NADPH consumption, diaphorase/resazurin fluorescence | Potency, µM (doses to about 76.6 µM), for the others: top-dose activity change, negative = inhibition, actives largely listed as inhibitors | 390,000 tested, 0.093% active; further: potency means the concentration at half of the fitted maximal effect; on the % scale 0 is the no-effect control and ±100 the full control effect; nearly all actives have a fitted effect of over 65% in size
Target sequence (O75874 whole entry R132H, stated change not applied): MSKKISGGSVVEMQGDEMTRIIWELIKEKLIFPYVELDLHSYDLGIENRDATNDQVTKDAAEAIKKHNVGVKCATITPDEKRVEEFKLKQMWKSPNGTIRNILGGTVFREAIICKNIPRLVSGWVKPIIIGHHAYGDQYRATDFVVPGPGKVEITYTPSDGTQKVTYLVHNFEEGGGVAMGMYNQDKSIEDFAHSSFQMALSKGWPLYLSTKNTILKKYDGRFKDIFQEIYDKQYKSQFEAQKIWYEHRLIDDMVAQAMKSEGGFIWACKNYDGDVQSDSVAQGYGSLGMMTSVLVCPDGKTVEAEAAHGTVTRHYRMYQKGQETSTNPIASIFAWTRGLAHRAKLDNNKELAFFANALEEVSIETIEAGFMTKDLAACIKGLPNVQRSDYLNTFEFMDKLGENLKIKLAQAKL
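IDH1-R132H (0.5 ug/mL) preincubated 30 min with compound, then NADPH (0.016 mM) and alpha-KG (2 mM) added; 80 min at RT, pH 7.5. Remaining NADPH coupled via diaphorase/resazurin to fluorescence (540/590 nm); concentration-response curves normalized to no-enzyme control.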
GRP78 ERSR act: ER stress response induction in glioma; U87-MG GRP78 promoter luciferase reporter, 16 h; Potency, µM, for the others: at the highest dose activation, hits mostly activators; 420,000 tested, 0.02% active; further: potency means the concentration at half of the fitted maximal effect; series mostly up to about 76 µM; % of control where 0% means no effect; nearly all actives have a fitted effect of over 35% in size
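Stably transfected U87-MG glioma cells carrying a GRP78-based luciferase sensor; 16 h compound incubation. Luminescence end-point read 10 min after Bright-Glo addition at room temperature.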
USP1 inh: blocks the human USP1/UAF1 deubiquitinase complex; O94782; recombinant USP1/UAF1, Ub-Rhodamine cleavage fluorescence; Potency, µM (doses to about 57.1 µM), without a hit: top-dose activity change, negative = inhibition, actives largely listed as inhibitors; 390,000 tested, 0.23% active; AID 743255; further: potency means the concentration at half of the fitted maximal effect; on the % scale 0 is the no-effect control and ±100 the full control effect; nearly all actives have a fitted effect of over 60% in size; inactives centre near -12
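High-throughput fluorogenic screen: 1nM USP1/UAF1 complex, Ub-Rho substrate 150nM final, 50mM HEPES pH 7.8 with 0.5mM EDTA, 0.1 mg/ml BSA, 1mM TCEP and 0.01% Tween-20.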
RGS4 inhibitor: blocks human RGS4-accelerated GTP hydrolysis; P49798; Transcreener GDP fluorescence polarization, RGS4-accelerated GTP hydrolysis; Potency, µM (titrated, usually from 114 µM), without a hit: at the top dose activity change, negative = inhibition, hits mostly inhibitors; 390,000 tested, 0.039% active; AID 504845; further: potency means the concentration at half of the fitted maximal effect; on the % scale 0 is the no-effect control and ±100 the full control effect; nearly all actives have a fitted effect of over 75% in size; some results filed as inactive show a strong effect at the top dose
Target sequence (P49798 whole entry, looked up): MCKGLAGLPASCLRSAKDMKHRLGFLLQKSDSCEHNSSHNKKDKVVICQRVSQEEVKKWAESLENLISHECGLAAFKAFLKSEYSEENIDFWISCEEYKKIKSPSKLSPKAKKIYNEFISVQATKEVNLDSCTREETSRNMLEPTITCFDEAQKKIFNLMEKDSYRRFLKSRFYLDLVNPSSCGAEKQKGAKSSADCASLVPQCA
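MLSMR compounds (23 nl, pin-transferred) preincubated 10 min at room temperature with a 500nM (2x) first reagent, then RGS4 at 900nM (2x) plus Transcreener GDP mix added; fluorescence polarization (620/688 nm) read before and after 90 min at 30 °C.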
Vif-A3F inh: inhibitors of Vif-A3F interaction. HeLa A3F-eYFP + Vif (tagged APOBEC3F with the HIV-1 protein that degrades it), YFP fluorescence increase. Potency, µM (top dose mostly 46.1 µM), for inactives: at the top dose activity, negative = active. 390,000 tested, 0.2% active. AID 602313; further: potency means the concentration at half of the fitted maximal effect; % of control where 0% means no effect; nearly all actives have a fitted effect of over 65% in size
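HeLa cells stably expressing A3F-eYFP plus Vif, plated and incubated overnight at 37 deg C, then exposed to compounds overnight at 37 deg C. Blocked degradation read as raised yellow fluorescence (Ex 488/Em 500-530).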
Active calls of the source: *; u = inconclusive; x = not tested or not shown; [ ] = dose if it differs, or a comment. Unless noted, the call rests on the fitted dose curve; in most records, active means well fitted curve in the direction sought with a large enough effect; inconclusive means small, poorly fitted or top-dose-only effect, or another doubt; inactive means no such curve, though single readings can be large; an effect the other way counts as inactive or inconclusive.

(1) O=C(/C=C/c1ccccc1)OCCN1C(=O)c2ccccc2C1=O
(2) CSc1ccc(-c2nnn(Cc3ccc(C)cc3)n2)cc1
(3) COc1ccccc1CNC(=O)COC(=O)c1ccc([N+](=O)[O-])o1
(4) CCOC(=O)c1ccc(N2C(=O)c3n[nH]c(-c4cccs4)c3C2c2cccc(OC)c2)cc1 (stereo not drawn)
(5) Cc1ccc(OCCC(=O)OCC(=O)NC2CCCC2)cc1
(6) Cc1ccc(NC(=O)Nc2cccs2)c(Cl)c1
(7) CCOCCC(=O)Nc1nnc(CCc2ccccc2)s1
(8) CCOC(=O)N1CCN(S(=O)(=O)c2ccc(C(=O)N(CCCN(C)C)c3nc4cc(OC)ccc4s3)cc2)CC1
entry no.,1,2,3,4,5,6,7,8
USP1 inh,-14%,-8%,-21%,-24%,-1%,-9%,-4%,-19%
TrxR1 inh,15%,14%,u,9%,39%[activator],7%[57.1 µM],25%,-5%
GRP78 ERSR act,2%,10%,0%,2%,-4%,-1%,-2%,-2%
LDHA inh,-3,-9,3,1,-1,-3,-4,1
RGS4 inhibitor,-11%,-6%,21%,-9%,55%,-14%,16%,-7%
TrxR1 substrate,6%[57.1 µM],7%,-8%,-3%,11%,0%[57.1 µM],-1%,-5%
Vif-APOBEC3G blk,1%,3%,1%,2%,-1%,-1%,-2%,2%
IDH1 R132H inh,3%,-1%,1%,-1%,4%,-3%,6%,3%
Vif-A3F inh,5%,1%,-11%,2%,-15%,3%,8%,2%

(9) COc1ccc(CCNC(=O)Cc2ccc(Cl)cc2)cc1OC
(10) COc1ccc(S(=O)(=O)Nc2ccc(-n3cccc3)cc2)cc1
(11) CCC(C)C(NC(=O)c1ccc(Cl)cc1Cl)C(=O)O (stereo not drawn)
(12) Cc1cc(=O)[nH]c(SCC(=O)Nc2ccc(F)c([N+](=O)[O-])c2)n1
(13) O=C(Nc1ccc(Cl)cc1)C(NS(=O)(=O)c1cccs1)c1ccccc1 (stereo not drawn)
(14) COc1ccccc1N/N=C(\C#N)C(=N)N1CCOCC1
(15) Nc1nc(NC2CCCC2)cc(=O)[nH]1
(16) COC(=O)Cc1[nH]n(-c2ccccc2)c(=O)c1C=Nc1ccc(C)cc1
entry no.,9,10,11,12,13,14,15,16
USP1 inh,-21%,-22%,-12%,-5%,-5%,-2%,-12%,-17%
TrxR1 inh,-5%,29%[57.1 µM],17%,15%[57.1 µM],12%,19%[57.1 µM],40%,-1%
GRP78 ERSR act,2%,-4%,-4%,-5%,-1%,-6%,-5%,-6%
LDHA inh,-8,0,-5,-7,-7,-2,3,-14
RGS4 inhibitor,2%,-18%,-3%,8%,-10%,8%,-10%,-36%
TrxR1 substrate,-6%,-14%[57.1 µM],6%[57.1 µM],-4%,1%,5%[57.1 µM],-2%,-6%
Vif-APOBEC3G blk,-1%,-14%,-1%,-3%,0%,-1%,2%,-14%
IDH1 R132H inh,-10%,5%,-4%,20%,-26%,7%,0%,0%
Vif-A3F inh,-4%,-14%,-15%,4%,-1%,-7%,-3%,30%

One compound at a time, as listed above. Screens in order: USP1 inh | TrxR1 inh | GRP78 ERSR act | LDHA inh | RGS4 inhibitor | TrxR1 substrate | Vif-APOBEC3G blk | IDH1 R132H inh | Vif-A3F inh
COc1ccccc1N/N=C(\C#N)C(=N)N1CCOCC1 across the screens: -2% | 19%[57.1 µM] | -6% | -2 | 8% | 5%[57.1 µM] | -1% | 7% | -7%
COc1ccc(CCNC(=O)Cc2ccc(Cl)cc2)cc1OC across the screens: -21% | -5% | 2% | -8 | 2% | -6% | -1% | -10% | -4%

(list continues)
(17) COCc1cccc(N2C(=O)CC(C3C=C(C)C4C(=O)N(c5cccc(COC)c5)C(=O)C4C3)C2=O)c1 (stereo not drawn)
(18) CC(=O)c1cc(-c2ccccc2)[nH]c1N1CCOCC1
(19) COc1cc(CC(=O)Nc2cccc(S(=O)(=O)N(C)c3ccccc3)c2)cc(OC)c1OC
(20) Cc1cc(C)n(C(=O)CNC(=O)c2cccc(Br)c2)n1
(21) Cc1ccc(NC(=O)COC(=O)C2CCN(c3ccc(C(F)(F)F)cn3)CC2)cc1C
(22) O=C(c1ccc(Cl)cc1)c1c[nH]c(C(=O)NNc2ccccc2)c1
(23) Cc1ccc(CNC(=O)CCc2nc(-c3cccs3)no2)cc1
(24) CCOC(=O)c1oc2ccccc2c1NC(=O)c1ccccc1OC
entry no.,17,18,19,20,21,22,23,24
USP1 inh,-11%,4%,-16%,-31%,u,0%,-13%,-3%
TrxR1 inh,-1%[57.1 µM],-5%,17%,12%,u,5%[57.1 µM],7%,33%[activator]
GRP78 ERSR act,14%,-3%,-4%,0%,1%,-2%,-2%,-2%
LDHA inh,-3,-4,-6,-4,2,3,0,-1
RGS4 inhibitor,-15%,-14%,7%,-11%,-28%,-30%,-3%,26%
TrxR1 substrate,0%[57.1 µM],3%,-8%,-1%,-14%,-3%[57.1 µM],4%,15%
Vif-APOBEC3G blk,-6%,1%,2%,-9%,-3%,-6%,-2%,-5%
IDH1 R132H inh,4%,-2%,3%,-7%,4%,-7%,15%,0%
Vif-A3F inh,2%,5%,5%,4%,1%,-4%,2%,-8%

(25) Cc1ccc(NC(=O)CSc2n[nH]c(-c3ccco3)n2)cc1
(26) CCCCC(CC)CNC(=O)c1ccc2c(=O)n(Cc3ccc(OC)cc3)c(=O)[nH]c2c1 (stereo not drawn)
(27) CCCCCC1CCNCC1
(28) Cc1cc(C)cc(NC(=O)N2CCN(C)c3ncccc32)c1
(29) COc1ccccc1CNC(=O)CCn1c(=O)c2ccccc2n(CC(=O)Nc2ccc(Br)cc2F)c1=O
(30) CCCCN(C(=O)NC(=O)Nc1c(C)cc(C)cc1C)S(C)(=O)=O
(31) CCN(C(=O)c1nn(-c2ccc(OC)c(Cl)c2)c(=O)c2c1c1ccccc1n2C)c1cc(OC)ccc1OC
(32) COc1ccc2c(c1)-c1nc(/N=C/c3ccc(O)cc3)sc1CC2
entry no.,25,26,27,28,29,30,31,32
USP1 inh,-9%,-31%,x,u,-8%,-3%,-9%,-5%
TrxR1 inh,3%[57.1 µM],12%,13%,10%,24%,15%,26%,10%
GRP78 ERSR act,-4%,-2%,-5%,-4%,0%,5%,-4%,4%
LDHA inh,-5,3,x,5,-10,-2,-7,6
RGS4 inhibitor,-10%,-8%,x,15%,11%,-9%,-4%,52%
TrxR1 substrate,-7%,1%,11%,8%,11%,1%,-3%,0%
Vif-APOBEC3G blk,1%,1%,3%,-7%,-7%,1%,-4%,-2%
IDH1 R132H inh,2%,9%,x,2%,-10%,-2%,0%,10%
Vif-A3F inh,9%,-9%,x,1%,0%,-1%,1%,-1%

Ordered by value in TrxR1 inh (highest first): three from the list above
item	SMILES	TrxR1 inh
31	CCN(C(=O)c1nn(-c2ccc(OC)c(Cl)c2)c(=O)c2c1c1ccccc1n2C)c1cc(OC)ccc1OC	26%
29	COc1ccccc1CNC(=O)CCn1c(=O)c2ccccc2n(CC(=O)Nc2ccc(Br)cc2F)c1=O	24%
26	CCCCC(CC)CNC(=O)c1ccc2c(=O)n(Cc3ccc(OC)cc3)c(=O)[nH]c2c1 (stereo not drawn)	12%

The list goes on:
(33) O=C(O)C1CCN(c2ncccn2)CC1
(34) N#Cc1ccc(NC(=O)CSc2cn[nH]n2)cc1
(35) Cc1ccc(N(Cc2cc(=O)[nH]c3ccccc23)C(=O)C(C)C)c(C)c1
(36) CCN(CC)S(=O)(=O)c1cc(NS(=O)(=O)c2cc(Cl)ccc2Cl)ccc1C
(37) CC1(C)CC2=C(CO1)C(=S)NC(c1ccccc1)N2CC1CCCO1 (stereo not drawn)
(38) O=C(NCc1ccncc1)c1cc(F)c(F)cc1Cl
(39) CCn1c2ccccc2c2cc(CN3CCN(Cc4ccc(Cl)cc4)CC3)ccc21
(40) CC(C)Cn1c(SCC(=O)NCc2ccco2)nnc1-c1ccncc1
(41) CC1=CC(C)(C)N(C(=O)CN2C(=O)CCC2=O)c2ccc(C)cc21
(42) COCCCNC(=O)CN1C(=O)/C(=C/c2ccccc2)Sc2ccccc21
entry no.,33,34,35,36,37,38,39,40,41,42
USP1 inh,-4%,3%,-14%,-7%,-25%,-7%,u,-5%,-18%,-12%
TrxR1 inh,-15%,13%,19%,11%,12%[11.4 µM],5%,12%,-10%[57.1 µM],19%[57.1 µM],-12%
GRP78 ERSR act,-4%,-4%,3%,9%,-2%,-4%,-4%,-4%,-6%,1%
LDHA inh,-1,-6,7,1,-4,-14,-7,3,-6,-1
RGS4 inhibitor,0%,-6%,-26%[56.9 µM],11%,-9%,91%[activator],-19%,0%,-13%,2%
TrxR1 substrate,-9%,4%,8%,-6%,6%[57.1 µM],0%,7%,7%,7%[57.1 µM],-6%
Vif-APOBEC3G blk,-2%,6%,-1%,-5%,-6%,2%,-8%,1%,2%,2%
IDH1 R132H inh,4%,0%,2%,-1%,-1%,-6%,1%,2%,6%,3%
Vif-A3F inh,-2%,3%,-2%,1%,1%,12%,-11%,1%,-3%,-9%

As entered above:
cpd 41 in LDHA inh shows -6
cpd 36 in RGS4 inhibitor shows 11%
cpd 35 in TrxR1 inh shows 19%

Not all compounds are listed. The share of hits here may be higher or lower than overall.
